# High-throughput results from PubChem BioAssay.
# PvdQ inh = P. aeruginosa PvdQ acylase inhibitors, primary screen, biochemical, fluorescence, plate reader and imaging, single point. AID 488965, 2010. hit rate 0.063% among 340,000. purified PvdQ acylase. inhibition, % at 10 µM; in the data active means inhibition above about 30%, passing the limit was not always enough; inconclusive means no clear call, values can overlap the other calls;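 further: 0% = vehicle neutral wells and 100% = reference inhibitor wells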
# dFosB act = activators of delta FosB homodimer, primary screen, biochemical, fluorescence polarization, TAMRA-CDK5 oligo, single point | Protein FosB (Mus musculus), P13346 | purified delta FosB; percent of positive-control signal above neutral wells | activation, % at 25 µM | hit rate 0.99% among 340,000;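 active means mean activation above about 17%, with every replicate also reaching it, limit read from the data, passing the limit was not always enough; inconclusive means only one of the two conditions met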;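 further: fluorescence polarization rise as delta FosB binds a TAMRA Cdk5 AP-1 oligo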
# MITF TRPM1 HTS = activators of MITF-driven TRPM1 promoter reporter, primary screen, cell-based, SK-MEL-5, luciferase, single point; SK-MEL-5 TRPM1-promoter luciferase, 24 h; % of positive control, neutral wells = 0; activation, % at 12.5 µM; hit rate 0.75% among 300,000;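 active means mean activation of at least 80% with every replicate also reaching 80%; inconclusive means mean reaches 80% but some replicate falls short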;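 further: 0% = neutral control wells and 100% = parthenolide positive control wells; values of inactives mirror those of a sister screen read the other way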
# CDK5 inh = inhibitors of human CDK5/p35 kinase, primary screen, biochemical, single concentration | Recombinant CDK5/p35, ADP-Glo luminescence, 60 min | inhibition, % at 10 µM | AID 488839, 2010 | hit rate 0.01% among 330,000;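 active means highest replicate inhibition of at least 50% and at least 75% of replicates reaching 50%; inconclusive means only one of the two criteria met; inactive means both criteria failed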;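 further: plate controls were DMSO neutral control for no effect and GW8510 at 10 µM for full effect; many of its hits are not listed in these tables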
# Wnt act = Wnt/beta-catenin pathway activators, primary screen, cell-based, plate reader, single point; hit rate 1.2% among 300,000; activation, % at 9.35 µM; Wnt/beta-catenin reporter cell assay, activator; in the data active means activation above about 30%, passing the limit was not always enough; inconclusive means no clear call, values can overlap the other calls;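 further: 0% = neutral control wells and 100% = positive control wells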
# Rtt109 HAT inh = inhibitors of C. albicans Rtt109/Vps75 HAT, primary screen, biochemical, ThioGlo CoA-SH fluorescence, plate reader; purified Rtt109/Vps75, 4 h; hit rate 0.16% among 330,000; Histone acetyltransferase RTT109 (Candida albicans (strain SC5314 / ATCC MYA-2876)), …; inhibition, % at 34.9 µM;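 active means inhibition of at least 50% in every replicate; inconclusive means best replicate reaches 50% inhibition but some replicates fall short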
# HTR5A ag = HTR5A agonists in luminescence cell assay, primary screen, counter-screen for OPRM1-OPRD1 heterodimer agonist project, full-deck HTS; cell-based; activation, % at 9.3 µM; hit rate 0.61% among 340,000; AID 504692, 2011; in the data active means activation mostly above about 9.5%, no sharp cut-off; inactive means mostly below about 7.6%;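 further: 0% = cells with vehicle only and 100% = reference agonist; strong numbers were not always called active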
# Target sequence (P47898 whole entry, looked up): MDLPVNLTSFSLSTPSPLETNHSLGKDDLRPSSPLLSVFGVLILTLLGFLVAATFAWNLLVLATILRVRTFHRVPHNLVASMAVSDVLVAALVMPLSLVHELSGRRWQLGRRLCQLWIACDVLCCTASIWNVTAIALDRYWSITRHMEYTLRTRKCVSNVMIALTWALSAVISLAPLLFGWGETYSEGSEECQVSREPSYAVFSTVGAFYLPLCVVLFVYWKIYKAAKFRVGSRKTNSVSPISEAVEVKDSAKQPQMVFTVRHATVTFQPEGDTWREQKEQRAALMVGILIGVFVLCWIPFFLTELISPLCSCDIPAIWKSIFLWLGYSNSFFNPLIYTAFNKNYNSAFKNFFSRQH
# SR-BI DiI inh = inhibitors of SR-BI mediated HDL lipid uptake, primary screen, ldlA[mSR-BI] cells, fluorescence, single point. ldlA[mSR-BI] CHO cells, DiI-HDL uptake fluorescence, 3 h. Scavenger receptor class B member 1 (Mus musculus), Q61009. AID 488896, 2010. inhibition, % at 12.5 µM. hit rate 0.96% among 320,000;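 active means mean replicate inhibition of at least 70% and a set share of replicates each scoring 70 or more; inconclusive means meets just one of the two criteria; inactive means fails both criteria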;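 further: 0% = median of neutral control wells and 100% = median of positive control wells; values of inactives mirror those of a sister screen read the other way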
# Target sequence (Q61009 whole entry, looked up): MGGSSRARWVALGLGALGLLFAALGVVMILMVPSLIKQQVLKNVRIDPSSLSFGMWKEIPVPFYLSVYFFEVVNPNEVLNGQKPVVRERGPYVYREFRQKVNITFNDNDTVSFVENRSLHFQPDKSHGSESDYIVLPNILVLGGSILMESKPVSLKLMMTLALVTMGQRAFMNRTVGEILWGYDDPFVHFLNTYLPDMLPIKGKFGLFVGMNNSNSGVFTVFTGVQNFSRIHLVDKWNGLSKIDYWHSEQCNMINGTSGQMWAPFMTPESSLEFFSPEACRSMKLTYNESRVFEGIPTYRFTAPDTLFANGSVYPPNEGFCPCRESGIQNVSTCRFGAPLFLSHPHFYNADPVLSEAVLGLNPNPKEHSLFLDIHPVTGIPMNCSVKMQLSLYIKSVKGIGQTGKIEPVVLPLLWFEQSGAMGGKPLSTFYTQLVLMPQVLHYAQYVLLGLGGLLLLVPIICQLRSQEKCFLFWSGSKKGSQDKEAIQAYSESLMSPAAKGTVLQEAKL
# RTF Ca sens act = cardiac RTF calcium sensitivity activators, primary screen, biochemical, IANBD-TnC fluorescence, EC20 calcium. Troponin I, cardiac muscle (Homo sapiens) + Troponin T, cardiac muscle (Homo sapiens) + …. IANBD-labeled TnC RTF fluorescence at EC20 calcium; 0% EC20 calcium, 100% full calcium. activation, % at 7.2 µM. hit rate 0.24% among 340,000. AID 493008, 2010;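 active means activation above the mean over all tested compounds plus 3 SD, cut at about 30% in these data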;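 further: rise in fluorescence read as greater calcium sensitivity of cardiac thin filaments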
# SR-BI uptake up = activators of SR-BI mediated DiI-HDL uptake, primary screen, ldlA[mSR-BI] CHO cells, DiI fluorescence; 3 h; 100 = double the neutral-control signal; activation, % at 12.5 µM; hit rate 0.096% among 320,000; AID 504775, 2011;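 active means mean replicate activation of at least 60% and every replicate at or above 60%; inconclusive means mean or all-replicate condition met, but not both; inactive means mean below 60% and not all replicates reaching 60%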;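 further: 0% = median plate neutral-control signal and 100% = twice that signal; values of inactives mirror those of a sister screen read the other way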
#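 System: CHO ldlA[mSR-BI] cells / Medium: HEPES-buffered (25 mM, pH 7.4) F12 plus 0.5% BSA / Probe or stimulus: labelled HDL, 10 µg/mL / Doses: single compound concentration, delivered by pin transfer / Schedule: 3 h, 37 °C / Measured by: DiI fluorescence, bottom read / Measure: cell-associated DiI fluorescence as measure of HDL uptake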
# Numbers without * were called inactive; u = inconclusive; x = no result given; & = joins results of further samples.
SMILES,PvdQ inh,dFosB act,MITF TRPM1 HTS,CDK5 inh,Wnt act,Rtt109 HAT inh,HTR5A ag,SR-BI DiI inh,RTF Ca sens act,SR-BI uptake up
COc1ccc(-n2nc(C(=O)NCC(=O)N3CCN(c4ccccn4)CC3)c3ccccc3c2=O)cc1,-12,-12,41,-11,x,0,5,51,2,-51
O=C(NCC(=O)N(Cc1ccccc1)C(C(=O)NC1CCCC1)c1ccncc1)c1ccco1 (configuration not stated),-10,-9,2,0.7,x,-7,-1,x,3,x
C[C@]12CC[C@@H]3c4ccc(O)cc4C(=O)C[C@H]3[C@@H]1CC[C@@H]2O,-11&-6,-12,-4,0.9,2,-2&6,2,6&-3,-4,-6&3
COC(=O)C1(Cc2ccc3c(c2)CCC3)Cc2ccc3c(c2C1=O)CCC3 (configuration not stated),-14,-4,x,-0.7,-4,9,5,0,3,0
CN(C)C(=N)c1n[nH]nc1SCc1ccccc1,-11,-2,2,-3.2,-2,1,-2,-19,-3,19
COc1cc(NC(=O)CSc2ccc(-c3cccnc3)nn2)cc(OC)c1,0,-16,-5,1.4,1,7,-3,21,0,-21
COCCOC(=O)C1=C(C)NC(=O)N(C(C)=O)C1c1ccc(Cl)cc1 (configuration not stated),3,-7,3,-0.3,4,-1,1,-11,0,11
O=S(=O)(Nc1ccc(N2CCCCC2)cc1)c1ccc(F)c(F)c1,-10,-13,2,-2.9,1,-2,12,2,4,-2
CN(C)c1ccc(N=Cc2cccn2C)cc1,-14,-10,26,3.3,16,-7,-5,24,3,-24
CCn1nc(C)c(NC(=O)c2cnn3c(C(F)F)cc(-c4ccccc4)nc23)c1C,-11,-11,-1,-0.6,1,-19,3,26,1,-26
COc1ccc(C2N(c3cccc(Cl)c3)C(=O)C3CCCN32)cc1 (configuration not stated),-2,5,4,1.0,-1,-2,-4,1,-11,-1
CC(C)(C)c1nc(Sc2ccc([N+](=O)[O-])cn2)n[nH]1,-1,3,-3,-0.1,-2,0,1,-6,3,6
CCOC(=O)/C(=N\Nc1ccc(Br)cc1)N1CC(C)OC(C)C1 (configuration not stated),-20,-8,4,-0.1,x,0,5,60,9,-60
COc1ccc(S(=O)(=O)N2CCN(Cc3ccccc3)CC2)c(C)c1,-7,-7,x,0.5,0,0,-2,0,4,0
CC(C)c1ccc(C2CC(=O)N3CN(Cc4ccco4)CSC3=C2C#N)cc1 (configuration not stated),1,0,x,2.1,-6,x,0,-8,-2,8
CCOC(=O)C1CCN(c2ncnc3c(C)csc23)CC1,-10,-9,11,0.1,13,-7,0,x,4,x
COc1ccc(N(C(=O)COc2ccc(F)cc2)S(=O)(=O)c2ccc(C)cc2)cc1,-3,1,4,-1.1,x,4,-1,-35,6,35
CC1(c2ccccc2)NC(=O)N(CC(=O)N2CC(=O)Nc3ccccc32)C1=O (configuration not stated),-11,-7,3,1.1,-1,-16,1,-6,-4,6
Cc1cc(Cl)ccc1OC(C)C(=O)Nc1ccc([N+](=O)[O-])cn1 (configuration not stated),-8,-7,-9,0.2,-2,5,2,35,2,-35
CC(C)Cn1c(CN2CCN(C(=O)c3ccco3)CC2)nc2c1c(=O)n(C)c(=O)n2C,-7,1,1,-0.2,0,-7,-4,-26,-3,26
Cc1ccc(C(=O)Nc2c(-c3cccs3)c(=O)c3ccccc3n2C)cc1,-7,11,-10,0.3,x,7,7,-9,-1,9
CN(C(=O)c1ccc(OC2CCN(CCc3ccccc3)CC2)cc1)C1CCOCC1,-10,-5,11,1.6,-3,3,-5,x,0,x
CCOc1cc(N2CCOCC2)c(OCC)cc1NC(=O)c1nn(CC)c(=O)c2ccccc12,-21,-8,-14,2.2,-3,2,-6,68,-4,-68
O=C(c1nc2ccc(Cl)cn2c1CN1CCCC(CO)C1)N1CCc2ccccc2C1 (configuration not stated),-8,-4,4,-3.4,-2,0,2,0,-5,0
Cc1ccc(S(=O)(=O)Nc2cc(=O)[nH]c(SCc3ccccc3Cl)n2)cc1,-7,0,-8,0.6,0,-4,-3,-18,0,18
CC(=O)N(CN1C(=O)C2C3C=CC(C3)C2C1=O)c1cccc(Cl)c1 (configuration not stated),-7,4,-4,-1.7,-1,3,-4,-46,3,46
CN1C[C@H]2CON(C)[C@H]2C[C@H]1c1cccc(-c2ccc(C#N)cc2)c1,15,-9,14,2.6,-2,-9,3,-8,-1,8
O=C(c1ccccc1)N1CCN(C(=O)c2ccc(OC(F)(F)F)cc2)CC1,-1,-4,5,-1.2,-1,-7,4,x,-1,x
C=CCOc1ccc(C2C(C(=O)c3ccco3)=C(O)C(=O)N2c2nnc(C)s2)cc1 (configuration not stated),8,-13,36,1.8,10,8,-3,-18,4,18
Cc1oc2c(c(C)cc3oc(=O)c(CC(=O)N[C@H](C(=O)O)C(C)C)c(C)c32)c1C,-5,10,4,0.9,-2,-8,-2,41,3,-41
O=C(NCCCNCCCNC(=O)c1ccc(/C=N/O)nc1)c1ccc(/C=N/O)nc1,-12,1,x,-5.4,-1,-9,-2,2,-1,-2
O=C(Nc1ccc(Oc2ccccc2)nc1)C1CCN(Cc2ccccc2)CC1,-13,-12,-13,-3.0,0,-6,-3,-12,-1,12
COc1ccc(CC(=O)NCCC2=CCCCC2)cc1,-11,-2,7,-0.2,1,-6,4,x,4,x
CCOc1ccccc1N(C(C)=O)S(=O)(=O)c1ccc(Cl)cc1,-17,-9,8,-0.8,-1,-7,-6,8,-2,-8
CCc1ccc(CN(C)Cc2nc(Cc3cccc(C(F)(F)F)c3)no2)nc1,-7,-3,-5,2.7,-1,15,-1,-3,1,3
O=C(O)C1=C[C@H](c2cccs2)C[C@H](OCc2ccc(CO)cc2)O1,-11,3,-9,0.8,3,7,3,-9,9,9
CCOC(=O)Cn1c(C)c(Br)c(COC)c(C#N)c1=O,-14,6,x,-0.5,18,-9,-2,23,3,-23
CC(C)CN(C(=O)COC(=O)c1cccnc1Cl)c1c(N)n(Cc2ccccc2)c(=O)[nH]c1=O,-7,-1,7,-0.3,-1,-2,0,-16,4,16
COc1ccc(CCNS(=O)(=O)c2ccc3oc(C(=O)O)c(C)c3c2)cc1OC,-4,3,0,-3.1,x,3,1,5,-5,-5
CCC1CCCCN1C(=O)CSc1nc(C)cc(C)n1 (configuration not stated),12,-3,-2,0.6,-2,10,-1,-13,8,13
COC1=CC(=O)C=C(OC)C1(O)CC(C)=O,-8,0,-4,-2.4,-2,2,7,-12,2,12
Cc1nc2ccccc2n1/N=C/c1ccc([N+](=O)[O-])o1,9,-2,-10,-1.3,0,42,-2,-12,-6,12
CCCCC(=O)Nc1nnc(SCC(=O)NCC2CCCO2)s1 (configuration not stated),-11,2,11,-3.2,-3,-2,-6,-18,-2,18
Cc1ccc(C2(C)NC(=O)N(CC(=O)N3CCN(S(=O)(=O)c4cccc([N+](=O)[O-])c4)CC3)C2=O)cc1 (configuration not stated),4,-11,-5,-2.6,-1,12,-3,27,-6,-27
COC(=O)c1sccc1NC(=O)CN(C)NS(=O)(=O)c1ccc(Cl)cc1,-6,-9,8,1.0,0,2,1,-10,-3,10
O=C(CN(CCc1ccccc1)S(=O)(=O)c1ccc(Br)cc1)N/N=C/c1ccccc1C(=O)O,8,-10,-4,3.7,-1,11,1,-1,1,1
COc1nc(-c2ccccc2)cc(-c2ccc3c(c2)OCO3)c1C#N,-16,-3,-34,0.9,-12,-5,5,37,2,-37
CCCOc1ccc(C2C(C(=O)c3cc4ccccc4o3)=C(O)C(=O)N2c2cc(C)on2)cc1 (configuration not stated),4,-10,3,-0.8,1,25,1,-21,-5,21
CSc1ccc(CN(C)CCc2ccccn2)cc1,3,-2,x,1.7,5,7,-1,2,4,-2
CCCCCc1ccc(OCCCC[n+]2ccc(C)cc2)c(CCCCC)c1,5,6,-100,0.6,-5,u,1,-18,0,18
CCOC(=O)c1cnc2c(C)cccc2c1NCCCN1CCOCC1,-12,6,-12,0.1,-1,4,-3,x,5,x
O=c1[nH]nc(-c2ccc(F)cc2)cc1Cc1ccccc1,8,-7,-2,-0.6,4,4,0,-1,-1,1
COc1ccccc1C(=O)N/C(=C/c1cccc([N+](=O)[O-])c1)C(=O)Nc1cccc(C(=O)O)c1,-2,1,10,1.9,-2,3,4,-23,2,23
Cc1cc(Br)c(NC(=O)COC(=O)c2ccc[n+]([O-])c2)c(Br)c1,-2,-1,20,0.3,5,-8,3,-12,0,12
COc1nc(NCCO)nc(Nc2cc(Cl)ccc2OC)n1,9,-4,-1,0.7,1,-3,-1,13,1,-13
O=C(COC(=O)c1ccccc1O)NCCCc1ccccc1,12,12,4,-0.3,-1,4,-4,-8,-4,8
COC(=O)C1CCN(C(=O)CSc2nnc(-c3ccncc3)o2)CC1,4,3,-9,0.9,1,-6,-4,-1,2,1
O=C(Nc1ccc(F)cc1)c1cccnc1,16,0,x,2.0,2,6,7,-26,0,26
O=C(CSc1nc(-c2ccco2)cc(C(F)(F)F)n1)Nc1ccc2c(c1)OCO2,-12,u,-17,3.1,x,x,3,-23,-1,23
CCOC(=O)CCCCNC(=O)Nc1ccccc1,1,-2,-3,-0.7,-1,-1,2,-14,-2,14
# Other entries follow.
SMILES,PvdQ inh,dFosB act,MITF TRPM1 HTS,CDK5 inh,Wnt act,Rtt109 HAT inh,HTR5A ag,SR-BI DiI inh,RTF Ca sens act,SR-BI uptake up
C=CCOc1ccc(/C=N/NC(=O)C(=O)Nc2ccccn2)cc1OC,-6,-5,7,-0.6,1,-11,-1,0,5,0
N#CCCN(Cc1ccccc1)C(=O)Nc1ccc2c(c1)CCO2,1,2,2,-0.2,0,-10,3,-6,8,6
CSC1=NSC2=NC(=O)/C(=C\c3coc4ccccc4c3=O)C(=N)N12,7,-3,-15,1.8,5,-5,3,0,193*,0
COc1ccc(NC(=O)COC(=O)CNC(=O)c2cccs2)cc1Cl,-14,-7,-4,-1.4,-1,1,-1,-1,-2,1
Fc1ccc(C2c3[nH]c4ccccc4c3CCN2Cc2ccoc2)cc1 (configuration not stated),-14,-9,-20,0.8,-5,-4,1,22,4,-22

# No enrichment for hits; any-hit rate near 4.4%.
